High-throughput results from PubChem.
DRD3 antagonist = D3 dopamine receptor (human) antagonism; D3R cells, DiscoveRx beta-arrestin luminescence, antagonist mode; hits give low values; P35462; max response, negative = inhibition, %; 2.5% of 360,000 active; in the data active = max response below about -50%; inconclusive = no clear call, values can overlap the other calls; note: % is set by controls: 0 for no effect and ±100 for the full control effect; mostly tested at two doses, the higher about 12 µM
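Cells expressing the human receptor were seeded at 1500 cells/well, incubated overnight at 37 degrees C in 5% CO2, then exposed to library compounds with dopamine controls for 90 minutes at 37 degrees C before luminescent detection.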
PI5P4K alpha inh = PI5P4K alpha (human) kinase inhibition; P48426; PI5P4Kalpha enzyme, ADP-Glo luminescence, 60 min; hits give low values; max response, %; 1.2% of 330,000 active; AID 652105; active = max response of -50% or lower; inconclusive = between -30% and -50%; inactive = -30% or higher; note: value at the top dose of about 77 µM; % is set by controls: 0 for no effect and ±100 for the full control effect
Target sequence (P48426 whole entry, looked up): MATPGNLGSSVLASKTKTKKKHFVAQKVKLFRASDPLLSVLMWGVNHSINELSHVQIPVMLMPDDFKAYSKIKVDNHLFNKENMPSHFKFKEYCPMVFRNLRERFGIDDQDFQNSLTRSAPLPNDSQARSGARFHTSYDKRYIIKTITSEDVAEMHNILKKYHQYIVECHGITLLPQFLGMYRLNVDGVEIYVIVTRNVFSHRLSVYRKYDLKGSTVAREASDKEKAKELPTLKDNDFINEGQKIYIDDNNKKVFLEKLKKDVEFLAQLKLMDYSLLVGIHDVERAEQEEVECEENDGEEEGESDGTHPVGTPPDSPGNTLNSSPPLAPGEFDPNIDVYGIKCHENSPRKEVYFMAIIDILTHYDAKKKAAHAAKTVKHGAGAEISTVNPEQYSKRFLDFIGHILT
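qHTS, 1536-well: enzyme/substrate mix, compound by pin tool, 5 microM ATP final; RT 60 min; ADP-Glo reagents 1 (45 min) then 2 (30 min); luminescence.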
HEK293 tox = cytotoxicity counter-screen for GLP-1 receptor inverse agonists; 0.13% of 410,000 active; Potency, µM (series often up to 38.3 µM), without a hit: top-dose activity change, negative = inhibition, actives largely listed as inhibitors; HEK293 cAMP-luciferase reporter cells, luminescence, 24 h; AID 624418;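 note: loss of luciferase light is scored as toxicity; potency is the fitted concentration of half-maximal effect; % is set by controls: 0 for no effect and ±100 for the full control effect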
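A 23 nL compound transfer followed 12 hours of cell culture at 37 deg C; exposure then lasted 24 hr. Luciferase assay detection reagent was dispensed and plates read for luminescence after a 12 min room-temperature wait.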
DRD3 agonist = D3 dopamine receptor (human) agonism | P35462 | D3R DiscoveRx beta-arrestin cells, luminescence, 90 min | max activation, % | 0.58% of 410,000 active | AID 652048; in the data active = max activation above about 30%; note: 0% is about no effect; mostly tested at two doses, the higher about 12 µM
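Agonist mode: compounds and dopamine controls were applied to plated cells for 90 min at 37 degrees C after an overnight attachment at 1500 cells/well. Luminescent read-out followed 30 - 60 minutes at room temperature with DiscoveRx detection reagent.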
PLK1 PBD inh = inhibitors of human PLK1 polo-box domain binding | Potency, µM, without a hit: max response, negative = inhibition, most hits filed as inhibitors | Plk1 PBD binding of FITC phosphopeptide, fluorescence polarization | P53350 | AID 720504 | 2.8% of 360,000 active; note: potency is the fitted concentration of half-maximal effect; series mostly up to about 57 µM; % is set by controls: 0 for no effect and ±100 for the full control effect; nearly all actives have a fitted effect of over 65% in size
Target sequence (P53350 whole entry, looked up, the tested form may be a part): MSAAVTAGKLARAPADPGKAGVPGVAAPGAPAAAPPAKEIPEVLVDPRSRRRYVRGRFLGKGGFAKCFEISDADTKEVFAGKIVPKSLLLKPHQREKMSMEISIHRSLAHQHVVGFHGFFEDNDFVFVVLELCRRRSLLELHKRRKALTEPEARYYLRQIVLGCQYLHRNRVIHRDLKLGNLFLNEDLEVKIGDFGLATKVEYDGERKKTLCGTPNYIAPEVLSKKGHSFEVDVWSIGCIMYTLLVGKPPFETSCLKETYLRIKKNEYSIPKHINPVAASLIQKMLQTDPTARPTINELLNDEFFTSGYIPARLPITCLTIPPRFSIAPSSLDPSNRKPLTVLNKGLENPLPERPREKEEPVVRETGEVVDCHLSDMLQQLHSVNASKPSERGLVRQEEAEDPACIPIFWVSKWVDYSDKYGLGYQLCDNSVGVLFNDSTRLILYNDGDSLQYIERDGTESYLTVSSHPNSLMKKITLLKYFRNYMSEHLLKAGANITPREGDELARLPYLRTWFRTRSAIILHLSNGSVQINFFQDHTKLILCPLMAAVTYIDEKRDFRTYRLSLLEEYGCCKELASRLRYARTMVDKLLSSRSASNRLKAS
GLP1R inv ag = inverse agonists of human GLP-1 receptor | P43220 | HEK293 GLP-1R CRE-luciferase, luminescence, 24 h; GLP-1R form is constitutively active | Potency, µM (titrated, usually from 38.3 µM), for inactives: at the top dose activity change, negative = inhibition, hits mostly inhibitors | 1.6% of 410,000 active | AID 624417; note: potency is the fitted concentration of half-maximal effect; % is set by controls: 0 for no effect and ±100 for the full control effect; nearly all actives have a fitted effect of over 55% in size
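HEK293 cells stably co-expressing a cAMP-responsive luciferase reporter and constitutively active GLP-1R were seeded, incubated 12 h, then exposed to compounds for 24 h at 37 C. Luminescence was read 12 min after detection reagent; inverse agonists lower signal.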
WRN inhibitor = inhibitors of human WRN helicase. Q14191. WRN helicase unwinding, fluorescent forked duplex, kinetic. AID 651768. Potency, µM (doses to about 114 µM), for inactives: at the top dose activity change, negative = inhibition, actives largely listed as inhibitors. 0.46% of 360,000 active; note: potency is the fitted concentration of half-maximal effect; % is set by controls: 0 for no effect and ±100 for the full control effect; nearly all actives have a fitted effect of over 55% in size
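Fluorescence dequenching readout, ex 525 nm/em 598 nm, kinetic mode: forked duplex DNA (100 nM final) with adjacent fluorophore and quencher unwound by WRN (20 nM final) with 2 mM ATP. Compound preincubation 15 min, room temperature.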
IL-2 act = activators of IL-2 | IL-2 activation reporter assay, cell-based qHTS; stimulated with anti-CD3/CD4/CD28 beads; in transgenic mouse T cells | activation, % (series mostly up to about 46 µM) | 0.065% of 360,000 active | AID 652025; in the data active = activation above about 50%; inconclusive = mostly about 30% to 49%; note: 0% is about no effect
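Unstimulated transgenic mouse T cells, 750 per well, received compound and, after 60 minutes, anti-CD3/anti-CD4 bead plus anti-CD28 stimulation. EGFP and DsRed were quantified after 18 hours.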
GLP1R ag = activates the human GLP-1 receptor | HEK293 GLP-1R CRE-luciferase, luminescence, 4-6 h; cells express a hypersensitive GLP-1R form | Potency, µM (series often up to 45.6 µM), inactives show top-dose activation, most hits filed as activators | 0.007% of 380,000 active; note: potency is the fitted concentration of half-maximal effect; % of control where 0% means no effect
Active calls of the source: *; u = inconclusive; x = not tested or not shown; [ ] = dose if it differs, or a comment. Unless noted, calls come from the whole dose curve; as a rule, active = well fitted curve in the direction sought with a large enough effect; inconclusive = small, poorly fitted or top-dose-only effect, or another doubt; inactive = no such curve, though single readings can be large; an effect the other way counts as inactive or inconclusive.

SMILES	DRD3 antagonist	PI5P4K alpha inh	HEK293 tox	DRD3 agonist	PLK1 PBD inh	GLP1R inv ag	WRN inhibitor	IL-2 act	GLP1R ag
Cc1cc(C)c(C(=O)COC(=O)CNC(=O)c2ccccc2C)c(C)c1	4	-4	-4%	2	-3%	-3%	-6%	-4.0	-6%
COc1ccc(N(C(C)C(=O)N(C)Cc2ccccc2)S(C)(=O)=O)cc1 (configuration not stated)	8	1	-19%	-9	3%	8%	4%	0.2	-1%
O=C(CSCc1ccccc1)N=Nc1c(O)[nH]c2ccccc12	0	-1	68%[activator]	-8	-19%	17%	-34%	-0.5	4%
CCc1cc(=O)oc2cc(OCC(=O)N3CCC[C@H]3C(=O)O)ccc12	u	4	-7%	-7	-14%	-5%	4%	-0.6	-5%
CCOC(=O)C1(C)CCCN(C(=O)c2ccccc2F)C1 (configuration not stated)	0	5	4%	-11	-6%	8%	8%	0.0	-3%
CCc1cc(=O)oc2cc(OC(C)C(=O)NCC3CCC(C(=O)O)CC3)c(Cl)cc12 (configuration not stated)	u	-6	0%	-13	-13%	2%	4%	1.4	2%
C=C(C)Cn1c(N)cc(=O)nc1SCC(=O)Nc1cccc(C(F)(F)F)c1	9	6	7%	0	1%	5%	-24%	1.7	9%
O=C(NC(=S)Nc1ccc2[nH]c(=O)[nH]c2c1)c1cccc(F)c1	-29	-12	-10%	-17	u	48%[activator]	1%	-2.9	1%
O=C(Nc1c2c(nn1-c1ccccc1)CS(=O)C2)c1ccc2c(c1)OCO2 (configuration not stated)	-27	-6	0%	-5	-15%	20%	-27%	0.3	-27%
Cc1cccc(N2C(=O)CS/C2=N\NC(=O)c2ccc(Cl)cc2)c1C	-26	x	-2%	-12	-1%	0%	-2%	-3.2	0%
COc1ccc(N(CC(=O)Nc2cc(C)ccc2C)S(=O)(=O)c2c(C)nn(C)c2C)cc1	0	8	-9%	-6	-17%	-15%	5%	-3.4	10%
CCCOCC1CC2(CC(C)(c3csc(N)n3)OC2=O)C(=O)O1 (configuration not stated)	-5	0	-18%	5	-6%	0%	13%	-1.3	-8%
OCCN(Cc1ccccc1)Cc1ccc(Cl)cc1	-30	x	0%	-26	1%	u	-8%	-2.3	13%
Cc1nn(C)c(C)c1S(=O)(=O)N1CCC(C(=O)NC(C)c2ccccc2)CC1 (configuration not stated)	18	-2	-23%	2	-11%	5%	-5%	-0.7	-1%
CC(=O)Nc1ccc(NC(=O)C2Cc3c(-c4ccco4)ccnc3O2)cc1 (configuration not stated)	-61*	-5	1%	-8	-14%	8%	6%	-0.6	19%
CCOC(=O)Cn1nc(/C=C/c2ccc(C(C)C)cc2)ccc1=O	8	4	56%[activator]	1	-4%	u	-12%	-0.4	1%
COc1ccc(-c2nn(-c3ccccc3)cc2CNCc2cccnc2)c(F)c1	-21	1	5%[0.307 µM]	1	-5%	-4%[0.307 µM]	0%	0.4	13%
O=C(Nc1ccc(C(=O)N2CCC(O)(c3ccc(Cl)c(C(F)(F)F)c3)CC2)cc1)c1ccc(Br)o1	18	u	-1%	11	-9%	10µM*	5%	-0.3	-3%
CCOC(=O)C(NC(=O)CC(C)C)(Nc1cc(C)on1)C(F)(F)F (configuration not stated)	17	x	1%	4	-4%	0%	0%	0.1	-8%
Cn1c(=O)c2c(ncn2CCNC2=NCCCCC2)n(C)c1=O	4	-1	27%	2	-6%	4%	-25%	-4.6	1%
C1CC(CN2CCOCC2)CN(c2nc3nonc3nc2N2CCSCC2)C1 (configuration not stated)	27	-3	1%	1	-12%	1%	14%	-0.2	16%
CCOc1ccc2[nH]c(C)c(CN3CCN(C)CC3)c(=O)c2c1	-11	3	-3%	0	-1%	-2%	-1%	0.6	-11%
COc1ccc(S(=O)(=O)N2CCN(Cc3ccc4c(c3)OCO4)CC2)cc1OC	x	x	6%	3	x	-4%	x	x	1%
Cc1cc(C)n(-c2ccc(F)cc2CN2CCN(C3CCCC3)C(CCO)C2)n1 (configuration not stated)	3	2	17%	-15	-17%	-16%	22%	6.1	5%
c1ccc(CSc2nccc(-c3ccco3)n2)cc1	-8	-4	2%	-11	-19%	u	-9%	0.2	12%
CCOC(=O)[C@]12CCC=C1N(Cc1ccc(Cl)cc1Cl)C(=O)[C@H](CC(=O)N1CCSCC1)C2	u	9	3%	-11	-6%	u	-8%	-0.7	6%
COc1cccc(CNC(=O)C2CCN(S(=O)(=O)c3cccc4cccnc34)CC2)c1	-15	2	4%	-5	-4%	9%	0%	-3.8	3%
O=C(c1cccc(F)c1)N1CCC2(CC1)NCCc1[nH]cnc12	-4	2	5%	1	-20%	15%	4%	0.3	-3%
CSc1ncccc1C(=O)OCC(=O)N1CCc2ccccc21	3	-1	-6%	1	4%	-1%	7%	-2.8	-1%
CCOc1ccc(-c2cc(N3C(=O)Nc4ccccc4N3O)n[nH]2)cc1	1	1	0%	-8	5%	u	-6%	-0.4	21%
S=C(Nc1ccccc1Cl)N(CCN1CCCCC1)Cc1ccco1	-22	12	u	-22	-2%	u	4%	-1.3	8%
O=C(c1ccco1)N1N=C(c2ccc(Br)cc2)CC1(O)C(F)(F)F (configuration not stated)	13	8	-14%	7	-13%	u	-11%	-3.4	u
O=C(COC(=O)c1ccc(F)cc1)NCCCc1ccccc1	3	0	-4%	4	-10%	21%	-10%	0.2	2%
Cc1cc(NC(=O)c2sc(Nc3cccc(C(F)(F)F)c3)nc2N)no1	-29	-67*	8%	-11	-1%	5µM*	-12%	0.9	0%
O=C(NCCOc1ccccc1)C(=O)NCC1CCCO1 (configuration not stated)	6	-2	-4%	-2	4%	7%	1%	0.6	-3%
CCCC(=O)NC1=C(Cl)C(=O)c2ccccc2C1=O	-68*	-58*	u	-28	3µM*	u	25µM*	-4.0	-11%
CCC1C/C(=C\c2cccnc2)C(=O)/C(=C/c2cccnc2)C1 (configuration not stated)	u	3	u	-1	-17%	3.5µM*	u	-0.5	-42%[inhibitor]
COc1ccc2c(c1)C=C(CN1CCC(CO)(CCc3ccccc3)CC1)CO2	-87*	12	1%	-22	-8%	u	-12%	-0.7	22%
COc1cccc(NC(=O)CNC(=O)N2CC(=O)Nc3ccccc32)c1	6	7	-9%	7	-1%	6%	-5%	-2.7	-6%
O=C(CSc1nnc(-c2ccco2)o1)N1CCN(c2ccccc2)CC1	4	-25	-4%	-2	30µM*	4%	-30%	1.3	0%
CCCC[C@@H]1CN=C(N)N1CC(C)(C)C	10	1	2%	1	3%	2%	5%	-0.3	-4%
COc1ccc(CN2CCC(CO)(Cc3ccccc3C(F)(F)F)CC2)c(F)c1	u	4	u	-16	-5%	8.9µM*	-16%	-0.5	-2%
COC(=O)c1cccc(NC(=O)CN2CCN(c3ccc(OC)cc3)CC2)c1	-22	-3	-1%	1	0%	-1%	-13%	-3.0	14%
Cc1cc(NC(=O)CSc2nc3c(cnn3-c3cccc(Cl)c3)c(=O)[nH]2)no1	24	5	0%	1	-7%	42%[activator]	-15%	0.5	1%
COC(=O)c1cccc(NC(=O)CSc2nncn2-c2ccccn2)c1	5	6	-1%	3	-2%	19%	-2%	0.8	9%
CC(=O)Nc1ccc(S(=O)(=O)NNC(=O)c2cccc3ccccc23)cc1	-10	3	16%	-1	-8%	2%	-30%	0.8	1%
O=C(COc1ncnc2ccccc12)Nc1cccc(S(=O)(=O)N2CCOCC2)c1	11	3	-3%	9	1%	10%	5%	-0.1	2%
CCOC(=O)Cc1csc(NS(=O)(=O)c2ccc(NC(C)=O)cc2)n1	4	6	-1%	-9	-4%	4%	2%	-0.1	-1%
CN(CC(=O)Nc1cccc(F)c1)C(=O)c1ccc(N2CCOCC2)c([N+](=O)[O-])c1	2	-4	-31%	5	-1%	-14%	-2%	2.3	15%
COC(=O)c1c(C)[nH]c(C(=O)C(C)OC(=O)c2ccco2)c1C (configuration not stated)	20	-5	1%	13	0%	0%	8%	-0.1	-2%

Record cards, as listed above. Screens in order: DRD3 antagonist	PI5P4K alpha inh	HEK293 tox	DRD3 agonist	PLK1 PBD inh	GLP1R inv ag	WRN inhibitor	IL-2 act	GLP1R ag
`Cn1c(=O)c2c(ncn2CCNC2=NCCCCC2)n(C)c1=O` as listed: 4	-1	27%	2	-6%	4%	-25%	-4.6	1%
`CCOC(=O)Cc1csc(NS(=O)(=O)c2ccc(NC(C)=O)cc2)n1` as listed: 4	6	-1%	-9	-4%	4%	2%	-0.1	-1%

Continued:
SMILES	DRD3 antagonist	PI5P4K alpha inh	HEK293 tox	DRD3 agonist	PLK1 PBD inh	GLP1R inv ag	WRN inhibitor	IL-2 act	GLP1R ag
CCOC(=O)COc1coc(CN2CCN(c3ccccc3)CC2)cc1=O	-1	-5	13%	-2	-5%	14%	1%	-3.2	2%
Cn1cnnc1SCC(=O)Nc1ccccc1Sc1ccccc1	10	-9	-7%	2	-9%	3%	1%	-0.2	10%
Cc1c(/C=N/N=C2\CCC3C4CCc5cc(O)ccc5C4CCC23C)cnn1C (configuration not stated)	29	0	-1%	7	4%	-4%	-6%	0.0	0%
COC(=O)c1cc(C#N)c(OC(C)C)nc1C	11	3	0%	1	-6%	18%	-4%	1.6	16%
O=C(c1cccc(C(F)(F)F)c1)N1CCN(S(=O)(=O)c2ccc(Cl)s2)CC1	1	0	8%	3	4%	u	-11%	-3.4	-1%
COC(=O)c1cc(S(=O)(=O)Nc2nn(C)c3ccccc23)oc1C	8	-8	0%	-3	1%	12%	4%	-1.9	-1%
CN1C(=O)/C(=C\c2ccco2)N=C1c1ccc(Cl)cc1Cl	-10	7	u	5	-14%	-24%	-29%	0.1	34%
Cc1ccccc1OCC(=O)NN1C(=O)C2C3C=CC(O3)C2C1=O (configuration not stated)	-17	-2	12%	-15	-19%	15%	-14%	0.3	1%
CCCN(C(=O)c1nc2nc(C)cc(C)n2n1)c1c(N)n(Cc2ccccc2)c(=O)[nH]c1=O	-9	3	8%	2	-10%	2%	3%	1.3	7%
